EPAC2 ag – EPAC2 (human) agonism; Q8WZA2; EPAC2 activation, biochemical qHTS; response scale: 100% = 6.5 mM cAMP response; Potency, µM (top dose mostly 154 µM), inactives show at the top dose activation, usual class: activators; 360,000 tested, 0.079% active; AID 720711; note: potency is the fitted concentration of half-maximal effect; nearly all actives have a fitted effect of over 50% in size
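qHTS, titration series. 100 nM EPAC2 / 250 nM Rap1B-BODIPY-GDP / 50 uM GDP; RT; ex 480/em 540 nm, 5-min reads to 30 min. Norm. to 6.5 mM cAMP = activation.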
pAkt inh – inhibitors of Akt phosphorylation; activity change, % for hits at 50 µM; AID 651550; 360,000 tested, 0.32% active; Neuro2A IGF-stimulated pAkt S473 HTRF, 20 min; hits give low values; in the data active = activity change below about -80%; inconclusive = mostly about -51% to -80%; note: % is set by controls: 0 for no effect and ±100 for the full control effect
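Neuro2A cells (4,500/well, DMEM with 0.5% FBS) were treated with compound at a single 50 µM final concentration, stimulated with 6 nM IGF for 20 min at 37 °C, and lysed. Phospho-Akt Ser473 was read by HTRF as 665/615 ratio ×10^4.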
D3 ag – agonists of human D3 dopamine receptor | P35462 | D3R DiscoveRx beta-arrestin cells, luminescence, 90 min | max activation, % | 410,000 tested, 0.58% active | AID 652048; in the data active = max activation above about 30%; note: 0% is about no effect; mostly tested at two doses, the higher about 12 µM
Target sequence (P35462 whole entry, looked up): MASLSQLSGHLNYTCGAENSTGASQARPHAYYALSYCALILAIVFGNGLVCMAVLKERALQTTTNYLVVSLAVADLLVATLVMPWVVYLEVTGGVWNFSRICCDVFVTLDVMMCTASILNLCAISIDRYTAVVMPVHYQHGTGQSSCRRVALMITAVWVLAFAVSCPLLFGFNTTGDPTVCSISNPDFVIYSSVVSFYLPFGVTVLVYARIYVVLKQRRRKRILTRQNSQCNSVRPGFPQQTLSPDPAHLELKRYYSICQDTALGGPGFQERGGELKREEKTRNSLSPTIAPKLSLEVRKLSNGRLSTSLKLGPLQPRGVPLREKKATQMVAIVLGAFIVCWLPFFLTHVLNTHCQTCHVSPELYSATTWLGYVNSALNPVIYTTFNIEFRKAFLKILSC
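Cells at 1500/well, incubated overnight, then treated with pinned compounds (dopamine as control) for 90 min at 37 degrees C. DiscoveRx reagent added for 30 - 60 minutes at room temperature; luminescence read.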
MmCpn inh – inhibitors of Methanococcus maripaludis chaperonin (MmCpn). Potency, µM (titrated, usually from 76.9 µM), for the others: top-dose activity, negative = inhibition, usual class: inhibitors. 330,000 tested, 0.031% active. purified Mm-Cpn ATPase, ADP Transcreener TR-FRET. AID 504842; note: potency is the fitted concentration of half-maximal effect; % is set by controls: 0 for no effect and ±100 for the full control effect; nearly all actives have a fitted effect of over 80% in size
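Inhibition of chaperonin ATP hydrolysis is measured as reduced ADP production, detected by competitive TR-FRET in which signal falls with ADP. Final enzyme 25 nM and ATP 10 uM, reacted 30 min at 37°C.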
CCT chaperon mod – modulators of cytosolic chaperonin (CCT/TRiC) activity | purified chaperonin ATPase assay, HTRF ADP detection, 30 min | activity change, % (test concentration not listed), hits read low | 360,000 tested, 0.3% active; in the data active = activity change below about -30%; note: % is set by controls: 0 for no effect and ±100 for the full control effect
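ATPase activity: ADP formed was measured by HTRF Transcreener (665/615 nm ratio) after 30 min at 37 deg C with 10 uM ATP. Compounds screened at one 76 uM concentration against 40 or 20 nM TRiC in Tris pH 7.4/KCl/MgCl2/DTT buffer.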
EPAC2 antag – blocks human EPAC2 exchange factor; Q8WZA2; EPAC2 GEF exchange of Rap1B-BODIPY-GDP, fluorescence; Potency, µM (series often up to 114 µM), inactives show at the top dose activity, negative = inhibition, hits mostly inhibitors; 360,000 tested, 0.18% active; AID 720708; note: potency is the fitted concentration of half-maximal effect; % is set by controls: 0 for no effect and ±100 for the full control effect; nearly all actives have a fitted effect of over 45% in size; many of its hits are not listed in these tables
D3 antag – D3 dopamine receptor (human) antagonism | P35462 | D3R cells, DiscoveRx beta-arrestin luminescence, antagonist mode; hits give low values | max response, negative = inhibition, % | 360,000 tested, 2.5% active | AID 652054; in the data active = max response below about -50%; inconclusive = no clear call, values can overlap the other calls; note: % is set by controls: 0 for no effect and ±100 for the full control effect; mostly tested at two doses, the higher about 12 µM
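Cells expressing the human receptor were seeded at 1500 cells/well, incubated overnight at 37 degrees C in 5% CO2, then exposed to library compounds with dopamine controls for 90 minutes at 37 degrees C before luminescent detection.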
PTHR1 ag – PTHR1 (human) receptor agonism; Q03431; HEK293 GP2 PTHR1 cells, GloSensor cAMP luminescence, 1 h; Potency, µM (highest dose often 115 µM), for inactives: at the highest dose activation, hits mostly activators; 410,000 tested, 0.075% active; note: potency is the fitted concentration of half-maximal effect; nearly all actives have a fitted effect of over 55% in size; some results filed as inactive show a strong effect at the top dose; inactives centre near -15; many of its hits are not listed in these tables
Target sequence (Q03431 whole entry, looked up): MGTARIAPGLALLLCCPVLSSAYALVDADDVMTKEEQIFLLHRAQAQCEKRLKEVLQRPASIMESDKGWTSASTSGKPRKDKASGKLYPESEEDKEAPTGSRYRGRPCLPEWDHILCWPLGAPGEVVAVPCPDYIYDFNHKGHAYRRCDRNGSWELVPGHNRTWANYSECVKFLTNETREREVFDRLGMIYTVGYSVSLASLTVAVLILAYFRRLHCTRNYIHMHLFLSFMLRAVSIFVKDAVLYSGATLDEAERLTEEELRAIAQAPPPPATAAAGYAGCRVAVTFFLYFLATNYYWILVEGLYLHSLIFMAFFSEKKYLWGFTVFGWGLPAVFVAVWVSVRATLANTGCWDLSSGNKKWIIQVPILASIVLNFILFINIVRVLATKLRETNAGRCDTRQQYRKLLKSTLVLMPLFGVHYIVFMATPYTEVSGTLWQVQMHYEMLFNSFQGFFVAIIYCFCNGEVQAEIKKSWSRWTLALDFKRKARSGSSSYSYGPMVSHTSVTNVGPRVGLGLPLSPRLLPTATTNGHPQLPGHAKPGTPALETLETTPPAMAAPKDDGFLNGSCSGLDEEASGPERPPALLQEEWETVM
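HEK-293-derived GP2 cells expressing PTHR1 and a GloSensor cAMP reporter, 3,000/well, plated overnight, given luciferin plus IBMX (each 0.5 mM as added) for 1 h at 37 °C, then compound for 1 h at 37 °C. Luminescence was read after 15 min at room temperature.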
* marks the source's active call; other numbers are inactive results; i = inactive; ? = inconclusive; · = no result given; & = joins results of further samples; [ ] = remark or other dose. Unless noted, calls come from the whole dose curve; as a rule, active = well fitted curve in the direction sought with a large enough effect; inconclusive = small, poorly fitted or top-dose-only effect, or another doubt; inactive = no such curve, though single readings can be large; an effect the other way counts as inactive or inconclusive. A portion of the library, so the mix of outcomes need not match the whole.

SMILES | EPAC2 ag | pAkt inh | D3 ag | MmCpn inh | CCT chaperon mod | EPAC2 antag | D3 antag | PTHR1 ag
O=c1[nH]c(SCCOc2ccccc2F)nc2ccccc12 | -6% | i | 9 | 0% | -3.0 | -8% | 1 | i
O=C(NCc1ccc(OC(F)(F)F)cc1)C12CN(Cc3ccccc3)CC1C(c1cccc([N+](=O)[O-])c1)=NO2 (centres undefined) | 6% | i | 20 | 1% | -0.1 | -3% | 0 | 8%
COc1ccc(CNC(=O)CCSCc2ccccc2Cl)c(OC)c1 | 16% | i | -1 | 0% | -2.7 | 0% | 4 | -31%[inhibitor]
CC(=O)Nc1ccc(S(=O)(=O)N2CCN(C(=O)c3ncoc3-c3ccccc3)CC2)cc1 | 2% | i | 1 | 2% | -9.1 | 23% | 10 | -22%
CCN(CC(=O)NCCc1ccc(F)cc1)Cc1nc2ccccc2c(=O)[nH]1 | 12% | i | -2 | 2% | 1.2 | 14% | -8 | i
COc1ccc(Nc2nc(Nc3ccc(OC)cc3)nc(SC3=NCCS3)n2)cc1 | 9% | i | -9 | -2% | -1.0 | -3% | -22 | -29%[57.5 µM]
Cc1cccc(/C=N\NC(=O)c2ccc(Cl)cc2)c1O | 6% | i | -23 | 1% | -2.3 | 6% | -7 | -43%[inhibitor]
Cc1cnc(-c2nc3ccccc3n2C(C)C(=O)Nc2c(C)cccc2C)cn1 (centres undefined) | 2% | i | 7 | · | · | 4% | 1 | i
CC(=O)Nc1ccc2c(c1)C(=Nc1cccc(C)c1)c1ccccc1-2 | 0% | i | -7 | · | -0.7 | -27% | 2 | i
CC(C)CC(NC(=O)COc1ccccc1)C(=O)O (centres undefined) | -1% | i | 5 | 0% | -2.0 | 1% | 16 | i
C#CCOCCOCCOCCNc1nc(N2CCN(C(=O)CCCCCCCCCCNC(=O)[C@H](CCCCN)n3cc(C)nn3)CC2)nc(N2CCN(C(=O)CCCCCCCCCCNC(=O)[C@@H]([C@H](C)O)n3cc(C)nn3)CC2)n1 | 2% | i | 0 | 2% | 1.3 | -15% | 22 | 27%
Cc1nn(C)c(=O)n1-c1ccc(OCc2ccccc2)cc1 | -3% | i | -1 | 2% | -2.3 | 7% | -18 | -3%[57.5 µM]
Cc1cc(C(=O)CSc2nnc3ccccn23)c(C)n1-c1ccccc1 | 0% | i | -12 | -1% | 2.2 | 5% | -9 | -30%
COC(=O)c1ccc(C2/C(=C(/O)c3ccc4c(c3)CC(C)O4)C(=O)C(=O)N2Cc2cccnc2)cc1 (centres undefined) | 3% | i | 4 | -3% | 0.3 | -4% | -1 | i
CCN(CC)CCCn1c2c(c(SCC(=O)Nc3cccc(C(C)=O)c3)nc1=O)CCC2 | -9% | i | -2 | 0% | 0.8 | -5% | 11 | i
CC(C)C[C@H](NC(=O)C1CCN(C(=O)[C@H](Cc2ccccc2)NC(=O)OC(C)(C)C)CC1)C(=O)O | 4% | i | -2 | 0% | -0.6 | 20% | -16 | i
Cc1ccc(C(=O)Nc2cccc(C(F)(F)F)c2)cc1NC(=O)c1cnnc2ccccc12 | -7%&-3% | i | 0&-39 | 1% | 0.1&-1.1 | -2%&-8% | 8&0 | i
O=C(Cn1c(Cn2c(-c3cnccn3)nc3ccccc32)nc2ccccc21)c1ccc(OC(F)(F)F)cc1 | -17% | i | 2 | · | -0.2 | 3% | 6 | -19%
CC(=O)Nc1ccc(S(=O)(=O)N2CCN(Cc3nc4sc(C)c(C)c4c(=O)[nH]3)CC2)cc1 | -1% | i | 2 | 3% | -8.2 | -3% | -6 | i
O=C(Nc1ccccn1)C1CCN(C(=O)c2ccc(Cl)cc2)CC1 | 1% | i | 3 | · | -0.2 | 21% | 14 | -15%
O=c1ccn([C@@H]2O[C@H](COS(=O)(=O)O)[C@@H](O)[C@H]2O)c(=O)[nH]1 | 10% | i | -3 | -1% | -0.3 | 12% | -18 | ?
Cc1c(C(=O)OCC(=O)N(C)C2CCS(=O)(=O)C2)oc2ccc(Br)cc12 (centres undefined) | 5% | i | 1 | 1% | -1.9 | -10% | 0 | -5%
Cc1ccn2c(C(=O)N/N=C/c3ccc(Cl)cc3)c(C)nc2c1 | -3% | i | 21 | 0% | -1.1 | 7% | -6 | -4%
CC(C)N(C(=O)[C@H]1C[C@H](CC(=O)NCCC2=CCCCC2)C(=O)N2CCc3c([nH]c4ccc(Cl)cc34)[C@]12C)C(C)C | -4% | i | -25 | 4% | -0.5 | -14% | ? | -5%

A different layout for part of the listing above.
mol,EPAC2 ag,pAkt inh,D3 ag,MmCpn inh,CCT chaperon mod,EPAC2 antag,D3 antag,PTHR1 ag
CC(=O)Nc1ccc(S(=O)(=O)N2CCN(Cc3nc4sc(C)c(C)c4c(=O)[nH]3)CC2)cc1,-1%,i,2,3%,-8.2,-3%,-6,i
COC(=O)c1ccc(C2/C(=C(/O)c3ccc4c(c3)CC(C)O4)C(=O)C(=O)N2Cc2cccnc2)cc1 (centres undefined),3%,i,4,-3%,0.3,-4%,-1,i
Cc1cc(C(=O)CSc2nnc3ccccn23)c(C)n1-c1ccccc1,0%,i,-12,-1%,2.2,5%,-9,-30%

New compounds follow
SMILES | EPAC2 ag | pAkt inh | D3 ag | MmCpn inh | CCT chaperon mod | EPAC2 antag | D3 antag | PTHR1 ag
O=C(NCC1(c2ccccc2)CCCC1)c1ccc(Br)o1 | 23% | i | -1 | 2% | 3.9 | 26% | -9 | -49%[inhibitor]
O=C(CN1CCN(c2ccc([N+](=O)[O-])cc2)CC1)c1ccccc1 | 7% | i | -2 | 0% | 1.5 | -6% | -7 | 0%
CCC(=O)Nc1cc(C(=O)OCC(=O)c2ccc(Cl)cc2Cl)ccc1C | -5% | i | -3 | 2% | 0.9 | 8% | 8 | -11%[57.5 µM]
Cc1cc2c(cc1C)NC(CC(=O)NCc1ccccc1)C(=O)N2 (centres undefined) | 3% | i | -7 | -2% | -1.5 | 3% | -1 | -16%[57.5 µM]
Cc1cc(C)c(NC(=O)CCCN2CCN(C)CC2)c(C)c1 | -1% | i | 0 | 2% | 1.5 | 7% | 23 | i
CCc1c(C)nc(SCC(=O)N2CCCCC2C)[nH]c1=O (centres undefined) | 5% | i | -1 | 1% | -1.5 | -5% | 15 | i
COc1ccc(/C(C)=N/OCC(=O)N2CC3(C)CC2CC(C)(C)C3)cc1 (centres undefined) | -3% | i | 6 | 5% | -0.5 | 1% | -16 | -27%
O=C(COC(=O)/C=C/c1cnc2ccccc2n1)NCC(F)(F)F | -2% | i | 1 | -2% | -1.5 | 10% | 11 | i
N#Cc1cnc(NOCc2ccc(Cl)cc2)nc1 | 2% | i | -5 | 2% | -3.9 | -3% | -23 | -22%
CCN1C(=O)[C@H]2[C@H]3CN=C(SCC(=O)c4ccccc4)N3[C@@](C)(C(=O)OC)[C@H]2C1=O | 5% | i | -23 | 1% | -0.4 | -2% | 14 | -1%
Cc1ccc(C)c(NS(=O)(=O)c2c(C)ccc3nsnc23)c1 | -3% | i | 3 | 1% | -1.2 | 5% | -1 | -18%
O=C1CSc2ccc(C(=O)NCCc3ccc(Cl)cc3Cl)cc2N1 | -2% | i | -1 | -1% | 0.8 | -1% | 23 | -37%[inhibitor]
Cc1ccc(OCC(=O)NNC(=O)Cn2c(=O)cnc3ccccc32)cc1 | 2% | i | -13 | -1% | 1.0 | 1% | 7 | -20%
NC(=O)Nc1ccccc1C(=O)N1CCC(O)(c2ccc(Cl)cc2)CC1 | -1% | i | 8 | -3% | -0.7 | 9% | 9 | -17%
O=[N+]([O-])/C(N=Nc1ccccc1)=N\Nc1ccccc1 | 2% | i | 4 | 0% | 1.4 | 4% | 12 | i
COc1ccc(C(=O)OCC(=O)NC2CC2)cc1F | 8% | i | 3 | -2% | -13 | 3% | -5 | -13%
Cc1cccc(C(=O)O/N=C2\CCCc3ccccc32)c1 | 6% | i | 4 | -1% | -3.3 | 0% | 16 | -15%[57.5 µM]
CNC(C)C#Cc1ccc2oc3cc(C)c(C)cc3c(=O)c2c1 (centres undefined) | -1% | i | 21 | · | 0.5 | 21% | 5 | -21%
CC(=O)Nc1ccc(/C=C/c2ccc3cccc([N+](=O)[O-])c3n2)cc1 | 1% | i | -9 | 1% | -0.2 | 4% | -21 | -17%
COc1ccc(C(=O)NNC(=O)c2ccncc2)cc1 | 20% | i | -6 | 2% | -2.5 | 0% | -18 | -10%
CC(=O)c1cccc(NC(=O)CNC(=O)c2cc3ccccc3o2)c1 | 0% | i | -9 | ? | -2.3 | 4% | 21 | -1%
CCOc1ccc(OCC)c(NC(=O)C2CCN(S(=O)(=O)c3cccnc3)CC2)c1 | 6% | i | 13 | 0% | -2.3 | 7% | 13 | i
COC(C[C@@H](O)CC(=O)[C@H](C)OCc1ccccc1)OC | -5% | i | -17 | 2% | -0.2 | -3% | 18 | i
CN1C(=O)CC2(C)C1=CCc1scnc12 (centres undefined) | 3% | i | -2 | · | 0.9 | 8% | -25 | i
C=CC(=O)Nc1ccc(Nc2nc(NC3CCC(N(C)C)CC3)nc3c2ncn3C(C)C)cc1 (centres undefined) | 6% | i | 9 | -5% | -1.1 | 1% | 28 | -23%
COc1ccc(S(=O)(=O)NCc2ccccn2)c(C)c1C | -1% | i | 1 | -2% | -3.6 | -14% | -23 | i
Cc1ccc2nc(-c3ccccn3)oc2c1 | 6% | i | 3 | -4% | -1.2 | 4% | 4 | -23%
COc1cccc(C(=O)N2CCN(C3CCN(Cc4ccccc4)CC3)CC2)c1OC | 13% | i | -25 | 0% | -1.3 | 2% | -24 | i
COc1ccccc1N1CCN(c2nc(C)cc(=O)[nH]2)CC1 | -5% | i | 3 | · | -0.5 | 8% | 9 | i
Cc1ccc(NC(=O)CSCC#N)cc1Cl | 3% | i | -20 | 0% | -0.2 | -16% | -15 | i
COc1ccc([N+](=O)[O-])cc1NC(=O)CSCc1cc(C)cc(C)c1 | 25% | i | -8 | 2% | -1.8 | -8% | ? | -22%
Cc1cc(C)n(CC(=O)NNC(=O)CCNC(=O)c2ccccc2Cl)n1 | -2% | i | -1 | 1% | -1.5 | -18% | 15 | i
O=C(O)c1cccc(C(=O)O)c1 | -1% | i | 3 | -14% | -0.7 | 10% | -6 | -2%
Cc1ccc(C(C)C)c(OCCSc2nc3ccccc3n2CC(=O)O)c1 | -7% | i | 4 | -1% | 0.4 | ? | 8 | -1%
